# MIN6 prolif – inducers of beta-cell replication in MIN6 cells. actives 0.29% (n = 330,000). MIN6 cells proliferation, ATPlite luminescence, 48 h; cells starved in 0.2% serum; 100% = growth in 10% serum. AID 2380. proliferation, % at 10 µM;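 active = compounds whose signal lies at least 3.5 SD above the mean of all wells on their plate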;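 note: 0% = DMSO-treated cells in low-serum medium and 100% = 10% serum control; some compounds called inactive have numbers as strong as hits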
# APOBEC3G inh – inhibitors of human APOBEC3G DNA deaminase. Q9HC16. AID 493012. recombinant A3G, ssDNA deamination FAM/TAMRA fluorescence. actives 0.28% (n = 330,000). inhibition, % at 20 µM;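 active = inhibition of at least 40% at 20 µM, with no more than 30% in the related APOBEC3A deaminase screen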;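 note: plate controls were DMSO wells with A3G for no effect and wells lacking A3G enzyme for full effect; some compounds called inactive have numbers as strong as hits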
# mIAP inh – blocks mouse intestinal alkaline phosphatase; purified mouse IAP, CDP-Star luminescence, 30 min; inhibition, % at 10 µM; actives 0.2% (n = 330,000);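 active = inhibition of at least 40% at 10 µM in the primary screen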;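 note: plate controls were DMSO with enzyme for no effect and no enzyme wells for full effect; values of inactives mirror those of a sister screen read the other way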
# mIAP act – increases mouse intestinal alkaline phosphatase activity. muIAP, CDP-Star luminescence, 30 min; hits give high values; 1 = vehicle-only enzyme signal, 0 = enzyme-free wells. activation factor at 10 µM. actives 0.24% (n = 330,000). AID 2805;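 active = activation factor of at least 2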; note: the source names both 10 and 20 µM as test concentration; values of inactives mirror those of a sister screen read the other way
#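 Assay system: mouse IAP enzyme; Reagent: CDP-Star chemiluminescent phosphatase substrate; Compound: DMSO-dissolved test compounds; Incubation: 30 min, room temperature; Technique: luminescence from enzymatic CDP-Star hydrolysis; Controls: DMSO-only wells and no-enzyme negative control.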
# hIAP activ – human IAP activation; purified human IAP, CDP-Star luminescence, 30 min; hits give high values; 1 = vehicle-only enzyme, 0 = enzyme-free background; activation factor at 10 µM; actives 0.16% (n = 330,000);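 active = activation factor of the enzyme at least 2-fold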; note: the source names both 10 and 20 µM as test concentration; values of inactives mirror those of a sister screen read the other way
# Target sequence (P09923 whole entry, looked up): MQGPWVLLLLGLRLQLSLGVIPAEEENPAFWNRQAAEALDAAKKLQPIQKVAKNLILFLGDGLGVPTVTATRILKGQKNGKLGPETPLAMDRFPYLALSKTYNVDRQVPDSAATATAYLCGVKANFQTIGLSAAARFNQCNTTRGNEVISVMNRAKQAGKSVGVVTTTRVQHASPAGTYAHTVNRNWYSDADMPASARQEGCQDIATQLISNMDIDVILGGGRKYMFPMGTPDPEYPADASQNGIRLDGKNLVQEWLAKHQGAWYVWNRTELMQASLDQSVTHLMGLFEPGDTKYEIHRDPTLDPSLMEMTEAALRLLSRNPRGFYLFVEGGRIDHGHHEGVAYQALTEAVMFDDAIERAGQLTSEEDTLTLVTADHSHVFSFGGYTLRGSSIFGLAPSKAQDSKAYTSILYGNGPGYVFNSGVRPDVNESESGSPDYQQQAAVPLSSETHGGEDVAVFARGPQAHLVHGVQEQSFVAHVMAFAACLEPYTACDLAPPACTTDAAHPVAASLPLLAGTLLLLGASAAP
# hIAP block – human IAP inhibition. purified IAP, CDP-Star luminescence, 30 min. inhibition, % at 10 µM. actives 0.12% (n = 330,000). AID 2544;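 active = inhibition reaching a set limit with compound at 10 µM in the primary screen, cut at about 35% in these data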;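 note: plate controls were DMSO wells with enzyme for no effect and no-enzyme buffer wells for full effect; values of inactives mirror those of a sister screen read the other way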
# APOBEC3A inh – blocks human APOBEC3A ssDNA deamination; recombinant A3A, FAM/TAMRA ssDNA deamination fluorescence; inhibition, % at 20 µM; actives 0.41% (n = 330,000); AID 493011;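 active = at least 40% inhibition at 20 µM here, with at most 30% in a related deaminase screen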;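 note: plate controls were A3A with DMSO for no effect and wells lacking A3A enzyme for full effect; some results filed as inactive read as strong as hits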
# Target sequence (P31941 whole entry, looked up): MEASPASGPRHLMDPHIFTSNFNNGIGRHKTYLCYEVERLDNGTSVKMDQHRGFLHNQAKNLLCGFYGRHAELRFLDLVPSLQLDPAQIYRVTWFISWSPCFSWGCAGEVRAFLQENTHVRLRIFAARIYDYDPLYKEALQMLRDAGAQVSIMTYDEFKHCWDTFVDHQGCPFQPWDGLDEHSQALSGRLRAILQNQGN
# ATG4B inh – ATG4B (human) cysteine protease inhibition; Q9Y4P1; ATG4B cleavage of LC3-PLA2, NBD-HPC fluorescence, 1 h; inhibition, % at 8.33 µM; actives 0.51% (n = 340,000); in the data active = inhibition above about 40%
# MPTP block – inhibitors of mitochondrial permeability transition pore; actives 1.4% (n = 360,000); isolated mouse mitochondria, Ca2+ swelling absorbance, 30 min; inhibition, % at 10 µM; AID 602449;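 active = inhibition of 50% or more, scaled per plate between neutral and stimulator controls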;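 note: 0% = DMSO wells given calcium and 100% = 1 mM EGTA wells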
# * marks the source's active call; other numbers are inactive results; · = not tested or not shown; & = joins results of further samples.
SMILES,MIN6 prolif,APOBEC3G inh,mIAP inh,mIAP act,hIAP activ,hIAP block,APOBEC3A inh,ATG4B inh,MPTP block
CCCn1c(NCc2ccc(N(C)C)cc2)nc2ccccc21,-3,1,4,0.96,0.92,8,0,4,0.3
O=C(NNC(=O)c1ccc2ccccc2c1O)c1ccccc1Cl,-1,2,30,0.7,0.79,21,1,7,-0.4
Nc1cc(N)nc(SCC(=O)N2CCN(C(=O)c3ccco3)CC2)n1,-1,-2,4,0.96,1,0,-2,14,-1.4
CC[C@H](C)C(=O)O[C@H]1C[C@@H](C)C=C2C=C[C@H](C)[C@H](CC[C@@H]3C[C@@H](O)CC(=O)O3)[C@H]21,1&-6,-2&-4,7&-2,0.93&1,1&0.93,0&7,-4&-2,-16&-8,-1.4&1.1
Cc1cc(C)c(OCC(=O)Nc2cccc(O)c2)cc1C,-3,-2,-3,1,1.1,-11,0,-18,0.8
CC[C@H](C)[C@@H](C(=O)N1CCNCC1)n1cc([C@@H](N)Cc2ccc(O)cc2)nn1,-2,-2,-9,1.1,0.95,5,1,-2,-0.8
COCCNC(=S)N(Cc1cccs1)Cc1cc2cccc(C)c2[nH]c1=O,2,-7,6,0.94,1.2,-21,-2,10,-2.3
CC(C)N(Cc1ccccc1)C(=O)c1ccc2nsnc2c1,-1,0,2,0.98,0.89,11,2,1,2.0
OCCNC1=NCCN1,-2,18,2,0.98,1.4,-43,56*,1,-2.0
COc1cccc(CN(C)C(=O)c2cccc(OCc3ccccc3)c2)c1,-1,-1,4,0.96,0.95,5,0,9,0.0
N=C1C(=O)OCC1c1cc(Cl)ccc1NC(=O)Nc1ccccc1 (stereo not given),1,-2,-9,1.1,1.2,-16,-4,2,4.2
c1ccc(COCCN2CCN(CCOCc3ccccc3)CC2)cc1,-1,-11,10,0.91,0.91,9,0,-9,-0.1
CCCCCn1c(=O)[nH]c2cc(C(=O)NCCN3CCOCC3)ccc2c1=O,-2,-6,-1,1,1.1,-14,-2,-5,-0.2
O=C(NCCCN1CCOCC1)c1c(-c2ccccc2)sc2ccccc12,-3,-8,-2,1,0.96,4,-6,7,-2.9
COc1ccc(NS(=O)(=O)c2cc(NC(=O)/C=C/c3cc(OC)c(OC)c(OC)c3)ccc2N2CCCCC2)cc1,-4,-9,-9,1.1,0.95,5,-2,28,2.4
CC1CCCCC1NC(=O)CSc1nnc(-c2ccncc2)n1CCCN(C)C (stereo not given),0,-12,6,0.94,1.1,-8,-5,-5,0.9
COc1cccc(NC(=O)N2CCC(C(N)=O)(N3CCCCC3)CC2)c1,1,-7,0,1,1,-3,-3,2,-7.8
COc1ccccc1NC(=O)c1cc2ccccc2o/c1=N\O,-7,-5,6,0.94,0.99,1,-4,-24,1.2
CC(=O)c1ccc(N2CCN(C(=O)c3ccc(NC(=O)C4CCCO4)cc3)CC2)cc1 (stereo not given),-2,0,5,0.95,0.83,17,1,-10,2.7
CCc1nn(CC(=O)NCCCN2CCOCC2)c(=O)c2cc3sccc3n12,-3,-1,2,0.98,1.1,-14,-4,1,0.0
COCc1nc(-c2cc(Br)ccc2OC)no1,-2,-8,-14,1.1,1.1,-7,-3,-12,-2.0
CCNc1nc(NCc2ccccc2)nc(SCC(=O)Nc2ccccc2)n1,0,-7,-60,1.6,0.95,5,1,21,0.7
CCOc1ccccc1OCCCC(=O)Nc1ccc(OC)nc1,-1,-4,3,0.97,0.78,22,-5,-4,0.5
O=C(CSc1nnc(-c2ccncc2)n1CC1CCCO1)Nc1nccs1 (stereo not given),1,-4,-2,1,1.1,-6,0,-6,1.0
C/C(=C\c1ccccc1)C1Nc2cccc3cccc(c23)N1,-7,-12,13,0.87,0.95,5,-5,·,·
COc1cc(NC(=O)c2ccco2)c(OC)cc1NC(=O)CSc1nnc(-c2cccs2)n1C,1,-8,7,0.93,0.92,8,-3,-11,-0.3
CCCCn1c(N)c(N(CC(C)C)C(=O)c2oc3ccc(Br)cc3c2C)c(=O)[nH]c1=O,-7,-6,0,1,0.9,10,10,-3,-0.3
Cc1ccc(C(=O)c2ccccc2C(=O)O)cc1C,0,-3,-5,1,1,-3,1,0,-1.2
Cc1ccc(CCNC(=O)CSCc2ccc(F)cc2)cc1,1,-2,-3,1,1,-4,-1,-6,0.7
CCNc1ccc(C(=O)OCC(=O)NC(=O)NCC(C)C)cc1[N+](=O)[O-],3,-5,10,0.9,0.84,16,8,4,0.1
O=C(NCCOc1ccccc1)C1CCC(=O)N(CCCN2CCCC2=O)C1 (stereo not given),4,-4,-5,1,0.98,2,-5,5,-0.2
CCN(CC)C(=O)c1sc(NC(=O)C(C)C)c(C#N)c1C,0,-10,2,0.98,0.96,4,-3,5,0.3
CC(C)c1ccc2[nH]c3c(c2c1)CCC/C3=N\NC(=O)c1ccncc1,-6,-6,20,0.8,1.3,-26,-4,0,4.1
CC1CC(C)CN(CCCNC(=O)c2csc3c2CCCCC3)C1 (stereo not given),0,3,-2,1,0.99,1,-3,3,-0.8
CCc1cccc(CC)c1NC(=S)NC(C)c1ccccc1 (stereo not given),-6,-3,-5,1.1,0.99,1,-2,4,1.4
CCC1CCCCN1CCCNC(=O)CN1C(=O)COc2ccccc21 (stereo not given),1,-6,3,0.97,1,-2,1,-3,-2.8
CC(CN1CCCC1)OC(=O)c1ccc(Br)cc1 (stereo not given),-4,-3,-7,1.1,0.99,1,-1,-2,0.1
OCC[C@H]1C[C@@H](O)[C@H](O)[C@@]2(CCc3ccccc3O2)O1,-5,-10,-6,1.1,1.1,-6,-2,-14,-0.8
CC1CN(C(=O)c2ccc(N3CCCCC3)c([N+](=O)[O-])c2)CC(C)O1 (stereo not given),2,-3,-2,1,1.1,-9,-3,5,8.4
O=C(N/N=C/c1ccc(Cl)cc1Cl)C(=O)NC1CC1,-4,-8,-1,1,0.84,16,-1,-5,-0.9
Cc1ccc(NC(=O)C(C)N2CCc3ccccc3C2)cc1 (stereo not given),-2,-6,-1,1,1.1,-10,-2,-10,0.0
O=C(COC(=O)CNC(=O)c1ccc(Cl)cc1Cl)Nc1ccc(N2CCOCC2)cc1,-3,-1,-3,1,1.1,-5,0,2,1.9
CC1(C)C(=O)OC(C(=O)c2ccc(C(C)(C)C)cc2)C(C)(C)C1=O (stereo not given),-1,0,10,0.9,0.81,19,4,-6,10
Cc1ccc(-n2nnnc2SC(C)C(=O)NCC(=O)Nc2ccc(F)c(F)c2F)c(C)c1 (stereo not given),0,-3,-7,1.1,1.1,-10,1,-9,4.3
C#CCOCCOCCOCCNc1nc(N2CCN(C(=O)Cn3cc(CCCCN)nn3)CC2)nc(N2CCN(C(=O)Cn3cc(CCCCN)nn3)CC2)n1,0,-4,-8,1.1,1.1,-12,-1,1,-0.4
Cc1cc(NC(=O)c2noc3c2CCCC3)no1,6,-5,1,0.99,0.98,2,-1,-3,-1.4
COc1ccc(S(=O)(=O)N2CCN(C(=O)c3c(-c4ccccc4)noc3C)CC2)cc1,2,-5,11,0.89,1.1,-11,2,-4,-0.6
Cc1cc(C)c(C(=O)COC(=O)c2c(C)noc2C)cc1C,-1,11,0,1,1,-3,3,6,0.3

# Taken from above.
# ATG4B inh, CC(CN1CCCC1)OC(=O)c1ccc(Br)cc1 (stereo not given) = -2
# ATG4B inh, OCC[C@H]1C[C@@H](O)[C@H](O)[C@@]2(CCc3ccccc3O2)O1 = -14

# The results go on.
SMILES,MIN6 prolif,APOBEC3G inh,mIAP inh,mIAP act,hIAP activ,hIAP block,APOBEC3A inh,ATG4B inh,MPTP block
COC(=O)c1cn(CCOc2ccccc2)c2ccccc12,1,-7,-12,1.1,1.2,-19,-4,-7,-0.3
COc1ccc(CNC(=O)CS(=O)Cc2nc(-c3ccccc3C)oc2C)cc1 (stereo not given),-4,2,8,0.92,1.1,-6,2,-15,0.1
CCOC(=O)C1=C(O)/C(=C/c2cc(OC)c(OC)c(OC)c2)N=C1C,-2,-1,-3,1,1.2,-21,0,4,-1.6
COc1ccc(NC(=O)c2ccc(S(=O)(=O)N3CCCCCC3)cc2)c(OC)c1,1,-5,1,0.99,0.96,4,-1,-5,0.6
Nc1cc(=O)[nH]c(SCC(=O)Nc2ccc(N3CCOCC3)cc2)n1,0,-3,4,0.96,0.85,15,2,-1,-0.9
O=C(Nc1cccc2ccccc12)c1cc2c(cc1Br)OCO2,-3,-4,10,0.91,0.85,15,0,5,0.2
COC(=O)c1ccc(C2c3c(oc4ccc(Cl)cc4c3=O)C(=O)N2CCN2CCOCC2)cc1 (stereo not given),1,-1,-8,1.1,1.1,-6,0,30,-0.4
CCS(=O)(=O)C(=C(Nc1ccc(OC)cc1)Nc1ccc(OC)cc1)S(=O)(=O)CC,-3,-2,-8,1.1,1,0,-1,-2,0.0

# In the list so far, these contain an aryl methoxy group:
SMILES,MIN6 prolif,APOBEC3G inh,mIAP inh,mIAP act,hIAP activ,hIAP block,APOBEC3A inh,ATG4B inh,MPTP block
COc1cccc(CN(C)C(=O)c2cccc(OCc3ccccc3)c2)c1,-1,-1,4,0.96,0.95,5,0,9,0.0
COc1ccc(NS(=O)(=O)c2cc(NC(=O)/C=C/c3cc(OC)c(OC)c(OC)c3)ccc2N2CCCCC2)cc1,-4,-9,-9,1.1,0.95,5,-2,28,2.4
COc1cccc(NC(=O)N2CCC(C(N)=O)(N3CCCCC3)CC2)c1,1,-7,0,1,1,-3,-3,2,-7.8
COc1ccccc1NC(=O)c1cc2ccccc2o/c1=N\O,-7,-5,6,0.94,0.99,1,-4,-24,1.2
COCc1nc(-c2cc(Br)ccc2OC)no1,-2,-8,-14,1.1,1.1,-7,-3,-12,-2.0
CCOc1ccccc1OCCCC(=O)Nc1ccc(OC)nc1,-1,-4,3,0.97,0.78,22,-5,-4,0.5
COc1cc(NC(=O)c2ccco2)c(OC)cc1NC(=O)CSc1nnc(-c2cccs2)n1C,1,-8,7,0.93,0.92,8,-3,-11,-0.3
COc1ccc(S(=O)(=O)N2CCN(C(=O)c3c(-c4ccccc4)noc3C)CC2)cc1,2,-5,11,0.89,1.1,-11,2,-4,-0.6
COc1ccc(CNC(=O)CS(=O)Cc2nc(-c3ccccc3C)oc2C)cc1 (stereo not given),-4,2,8,0.92,1.1,-6,2,-15,0.1
CCOC(=O)C1=C(O)/C(=C/c2cc(OC)c(OC)c(OC)c2)N=C1C,-2,-1,-3,1,1.2,-21,0,4,-1.6
COc1ccc(NC(=O)c2ccc(S(=O)(=O)N3CCCCCC3)cc2)c(OC)c1,1,-5,1,0.99,0.96,4,-1,-5,0.6
CCS(=O)(=O)C(=C(Nc1ccc(OC)cc1)Nc1ccc(OC)cc1)S(=O)(=O)CC,-3,-2,-8,1.1,1,0,-1,-2,0.0

# Source: PubChem BioAssay
